Screening results: PubChem BioAssay, Broad Institute
SIRT5 inh: sirtuin-5 (human) deacylase inhibition | Purified SirT5, succinyl-peptide AMC, trypsin-coupled fluorescence | inhibition, % at 15 µM | actives 1.1% (n = 330,000); in the data active = inhibition above about 15%
Target sequence (Q9NXA8 whole entry, looked up): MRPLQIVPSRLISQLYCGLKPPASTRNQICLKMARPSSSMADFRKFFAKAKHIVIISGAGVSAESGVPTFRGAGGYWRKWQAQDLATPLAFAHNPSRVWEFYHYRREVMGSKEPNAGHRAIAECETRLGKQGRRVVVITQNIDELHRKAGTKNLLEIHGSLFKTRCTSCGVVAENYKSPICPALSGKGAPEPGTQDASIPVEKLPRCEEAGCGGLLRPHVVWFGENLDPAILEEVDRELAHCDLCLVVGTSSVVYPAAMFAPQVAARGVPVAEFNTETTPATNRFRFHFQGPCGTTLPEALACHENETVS
LGR2 antag: inhibitors of bursicon-induced Drosophila LGR2 receptor cAMP signaling; HEK293 LGR2, CRE-luciferase, bursicon-stimulated, 4 h; inhibition, % at 9.99 µM; actives 0.35% (n = 380,000);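 active = drop in luminescence signal, shown as inhibition above about 50% in the replicate tests, limit read from the data, passing the limit was not always enough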;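 note: agonist challenge used bursicon conditioned medium at about half maximal strength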
CASP6 VEID inh: blocks human caspase-6 cleavage activity | actives 0.53% (n = 350,000) | purified caspase-6, Z-VEID-R110 cleavage fluorescence | inhibition, % at 12.5 µM | AID 686996 | P55212;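 active = mean inhibition across replicates at least about 35%, with every replicate also reaching that limit, limit read from the data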;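 note: 0% = median of neutral control wells and 100% = no fluorescence left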
Target sequence (P55212 24-179 limits assumed): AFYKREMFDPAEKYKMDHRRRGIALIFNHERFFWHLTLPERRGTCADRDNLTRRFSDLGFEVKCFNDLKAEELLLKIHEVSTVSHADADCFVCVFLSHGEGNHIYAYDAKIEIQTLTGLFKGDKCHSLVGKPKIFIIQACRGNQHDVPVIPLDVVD
Target sequence (P55212 194-293 limits assumed): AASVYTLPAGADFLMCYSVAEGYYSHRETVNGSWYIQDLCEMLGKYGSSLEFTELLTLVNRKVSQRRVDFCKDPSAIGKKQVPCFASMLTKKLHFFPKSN
FN deposition inh: fibronectin deposition inhibition; actives 0.086% (n = 350,000); AH1F fibroblasts, Alexa488-fibronectin deposition fluorescence, overnight; inhibition, % at 12.6 µM;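 active = mean inhibition across replicates of 30% or more, regardless of how many single replicates reach that level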;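 note: positive control wells lacked labelled fibronectin entirely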
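Material: AH1F fibroblasts assembling fluorescent fibronectin matrix; amount: 10000 AH1F cells/well; medium: DMEM, 2% serum; reagent: Alexa488-fibronectin, 24 nM final in well; dosing: single compound dose, delivered by pin transfer; incubation: 1 h adhesion, overnight exposure; detection: fluorescence after three HBSS washes, excitation 485 nm, emission 525 nm; measure: fibronectin deposition inhibition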
Statin myotox sup: suppressors of simvastatin-induced myotoxicity in C2C12 myotubes; rescue of ATP level, % at 7.49 µM; actives 0.78% (n = 330,000); AID 602340; ATP luminescence, 48 h; scaled: DMSO 0, geranylgeraniol control 100;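 active = mean ATP rescue above about 67%, or every replicate alone reaching that limit, limit read from the data, passing the limit was not always enough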;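 note: myotubes were challenged with 10 µM simvastatin during compound exposure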
esBAF inh: SWI/SNF esBAF complex inhibition; mouse ES cells, Bmi1-luciferase knock-in reporter, 24 h; 100% = twice the neutral-well signal; reporter increase, % at 12.5 µM; actives 2% (n = 350,000); in the data active = activation above about 40%;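 note: 0% = median of the plate's neutral control wells and 100% = double that signal; a rise in the Bmi1 reporter signal indicates esBAF inhibition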
S100A4 MyoIIA: blocks human S100A4 binding to myosin IIA peptide | P26447 | S100A4/TAMRA-MyoIIA peptide fluorescence polarization | inhibition, % at 10.7 µM | actives 0.14% (n = 360,000) | AID 652163;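 active = mean inhibition of at least 70% across replicates, with every replicate also reaching that level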
Target sequence (P26447 whole entry, looked up): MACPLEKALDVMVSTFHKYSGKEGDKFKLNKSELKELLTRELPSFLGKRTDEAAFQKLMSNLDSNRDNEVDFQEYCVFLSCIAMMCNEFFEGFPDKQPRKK
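Material: S100A4 monomer protein / Buffer or medium: 50 mM HEPES pH 7.2, 10 mM CaCl2, 100 mM KCl / Times: 5 min incubation before reading / Benchmarks: neutral control DMSO, positive control TFP / Reagent: labelled myosin peptide probe, 5 nM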
* hit, by the source's call; nt = no result given. An excerpt; the hit share may differ from the screen's.

SMILES | SIRT5 inh | LGR2 antag | CASP6 VEID inh | FN deposition inh | Statin myotox sup | esBAF inh | S100A4 MyoIIA
C/C=C/c1ccc([C@H]2[C@@H](CO)N(C(=O)NCCC)[C@H]2CNC(=O)C2CC2)cc1 | nt | -2 | nt | nt | -6 | -10 | nt
O=C(CCc1ccccc1)NC(NC(=S)Nc1ccc(Cl)cc1)C(Cl)(Cl)Cl (stereo not given) | nt | nt | nt | 3 | -5 | -2 | nt
O=C(Nc1ccccc1)c1ccc(NCCN2CCOCC2)c(S(=O)(=O)N2CCOCC2)c1 | nt | nt | nt | 6 | -23 | 2 | nt
CCOC(=O)c1oc2ccccc2c1NC(=O)c1ccco1 | 1 | -27 | -4 | 7 | 5 | -7 | -6
CCC(=O)N1CCc2cc(S(=O)(=O)NCCC(=O)Nc3cc(C)cc(C)c3)ccc21 | nt | nt | nt | 5 | -3 | -4 | nt
Cc1ccc(C2(C)NC(=O)N(CCOc3ccccc3)C2=O)cc1 (stereo not given) | 3 | 5 | 3 | nt | -3 | 1 | 2
O=C(N1CCOCC1)N1CCC(c2nc(-c3ccc(S(=O)(=O)N4CCOCC4)cc3)no2)CC1 | nt | 5 | nt | nt | -3 | -6 | nt
O=C(CCS(=O)(=O)c1ccc2c(c1)NC(=O)CS2)NCCc1ccc(Cl)cc1 | -5 | 2 | 2 | -3 | 26 | 2 | 1
CC1(C(=O)NCc2ccc(F)cc2)Oc2ccccc2NC1=O (stereo not given) | -3 | -2 | 1 | 6 | nt | nt | 2
CCOC(=O)c1cc2sccc2n1CC(=O)Nc1ccc(OC)cc1OC | -1 | -14 | 3 | nt | 5 | -2 | -5
CC(NCC(=O)Nc1ccccc1C(=O)NC1CC1)c1cccs1 (stereo not given) | -4 | 9 | 0 | 6 | -17 | nt | -3
CCCCCCCCNC(=O)CCNC(=O)c1ccc(C(C)(C)C)cc1 | -2 | 25 | -2 | nt | 14 | 3 | -4
CC(C)(C)CC(=O)NCc1ccc(F)cc1 | nt | nt | nt | -3 | -1 | -6 | nt
O=C(Nc1cc(Cl)cc(Cl)c1)N[C@H]1CC[C@@H](CCNS(=O)(=O)c2cccc(F)c2)O[C@H]1CO | 4 | 21 | -2 | -9 | 2 | -3 | -27
O=C(NCc1ccc(Cl)cc1Cl)Nc1nc([C@@H]2O[C@H](CO)[C@@H](O)[C@H](O)[C@H]2O)cs1 | nt | 8 | 1 | 0 | -4 | -15 | 0
COc1cc(NC(=O)COC(=O)c2[nH]c(C)c(C(C)=O)c2C)cc(OC)c1 | nt | 12 | 0 | 24 | 1 | 4 | -1
CC1=NNC(=O)C1CC(=O)N/N=C/C(C)=C/c1ccccc1 (stereo not given) | 3 | -4 | 2 | 6 | nt | nt | -1
CCOCCSc1nc2c(c(-c3cccs3)c1C#N)CC/C2=C/c1cccs1 | nt | 3 | nt | nt | -1 | 0 | nt
CC(=O)C1C(c2ccc(Br)cc2)c2c(noc2C)CC1(C)O (stereo not given) | -4 | nt | -4 | -7 | nt | nt | 2
O=C(c1ccccc1)c1ccc(C(=O)N2CCN(c3ccc(O)cc3)CC2)cc1 | -1 | -20 | 5 | -1 | 9 | 9 | -1
O=C(Nc1cccc(Cl)c1)c1nc[nH]c1C(=O)NCCCNC(=O)c1[nH]cnc1C(=O)Nc1cccc(Cl)c1 | 3 | -7 | -3 | 5 | 106* | 3 | 5
O=C(CSc1ccc(-c2ccc(Br)cc2)nn1)NC1CCCC1 | 5 | 12 | -6 | 7 | 0 | 10 | -4
C[C@@H]1CN([C@H](C)CO)C(=O)c2cc(C3=CCCCC3)cnc2O[C@@H]1CN(C)C(=O)c1cccnc1 | nt | -3 | nt | nt | -1 | 2 | nt
Cc1cccc(NC(=O)c2nc[nH]c2C(=O)Nc2ccccc2F)c1 | -2 | -23 | -1 | -14 | -3 | 1 | 3
CO[C@H](CN(C)S(=O)(=O)c1ccc(C)cc1)[C@@H](C)CN(Cc1ccccc1Cl)[C@H](C)CO | nt | 7 | 0 | 3 | -17 | -2 | 3

Entries of single compounds as entered above.
Cc1cccc(NC(=O)c2nc[nH]c2C(=O)Nc2ccccc2F)c1 in the list: SIRT5 inh: -2; LGR2 antag: -23; CASP6 VEID inh: -1; FN deposition inh: -14; Statin myotox sup: -3; esBAF inh: 1; S100A4 MyoIIA: 3
O=C(CCc1ccccc1)NC(NC(=S)Nc1ccc(Cl)cc1)C(Cl)(Cl)Cl (stereo not given) in the list: SIRT5 inh: nt; LGR2 antag: nt; CASP6 VEID inh: nt; FN deposition inh: 3; Statin myotox sup: -5; esBAF inh: -2; S100A4 MyoIIA: nt

By substructure: the compounds so far containing two or more sulfur atoms (two)
SMILES | SIRT5 inh | LGR2 antag | CASP6 VEID inh | FN deposition inh | Statin myotox sup | esBAF inh | S100A4 MyoIIA
O=C(CCS(=O)(=O)c1ccc2c(c1)NC(=O)CS2)NCCc1ccc(Cl)cc1 | -5 | 2 | 2 | -3 | 26 | 2 | 1
CCOCCSc1nc2c(c(-c3cccs3)c1C#N)CC/C2=C/c1cccs1 | nt | 3 | nt | nt | -1 | 0 | nt

As entered above.
Under FN deposition inh, CC1=NNC(=O)C1CC(=O)N/N=C/C(C)=C/c1ccccc1 (stereo not given) shows 6
Under LGR2 antag, O=C(Nc1cccc(Cl)c1)c1nc[nH]c1C(=O)NCCCNC(=O)c1[nH]cnc1C(=O)Nc1cccc(Cl)c1 shows -7
Under SIRT5 inh, CC1(C(=O)NCc2ccc(F)cc2)Oc2ccccc2NC1=O (stereo not given) shows -3
Under Statin myotox sup, C[C@@H]1CN([C@H](C)CO)C(=O)c2cc(C3=CCCCC3)cnc2O[C@@H]1CN(C)C(=O)c1cccnc1 shows -1

Just Statin myotox sup (4 entries from above):
mol	Statin myotox sup
O=C(CCc1ccccc1)NC(NC(=S)Nc1ccc(Cl)cc1)C(Cl)(Cl)Cl (stereo not given)	-5
O=C(Nc1ccccc1)c1ccc(NCCN2CCOCC2)c(S(=O)(=O)N2CCOCC2)c1	-23
CCOC(=O)c1oc2ccccc2c1NC(=O)c1ccco1	5
CCC(=O)N1CCc2cc(S(=O)(=O)NCCC(=O)Nc3cc(C)cc(C)c3)ccc21	-3

(listing goes on)
SMILES | SIRT5 inh | LGR2 antag | CASP6 VEID inh | FN deposition inh | Statin myotox sup | esBAF inh | S100A4 MyoIIA
CCC(Sc1nc2cc(OC)c(OC)cc2c(=O)n1Cc1ccco1)C(=O)NCCOC (stereo not given) | nt | nt | nt | 6 | -2 | -2 | nt
N#Cc1cccc(C(=O)C(=O)N2CCCN(Cc3ccc(F)cc3)CC2)c1 | nt | -11 | -2 | 5 | nt | nt | -2
C[C@@H](NC(=O)C[C@@H]1CC[C@@H]2[C@@H](COc3ccc(NC(=O)C4CCOCC4)cc3C(=O)N2C)O1)c1ccccc1 | nt | -13 | nt | -4 | -4 | -1 | nt
O=C(CSc1cn[nH]n1)Nc1cccc(C(F)(F)F)c1 | nt | -1 | 0 | -2 | -3 | -6 | 11
O=C(c1ccc(F)cc1F)N1CCN(c2ccccn2)CC1 | 0 | 4 | 5 | 5 | -2 | -6 | 0
O=C(O)[C@H]1[C@H](CO)[C@H]2Cn3c(ccc(/C=C/c4ccccc4)c3=O)[C@H]2N1C(=O)c1cnccn1 | 4 | -28 | -1 | nt | 2 | -3 | -11
CC(C)(O)C#Cc1cccc(-c2nc(C(=O)N3CCN(Cc4ccccc4)CC3)cc3c2[C@@H](CCO)N(S(=O)C(C)(C)C)C3)c1 (stereo not given in full) | 2 | 5 | -1 | 1 | nt | -2 | -17
Cc1ccc(S(=O)(=O)N[C@H]2CC[C@H](CCn3cc(C4CC4)nn3)O[C@@H]2CO)cc1 | -1 | -6 | 2 | -8 | 9 | 9 | 3
CC(OC(=O)CCC(=O)c1ccc(Cl)s1)C(=O)NC1(C#N)CCCCC1 (stereo not given) | -5 | -30 | 1 | -4 | 24 | 9 | 2
O=C1CN(C(=O)CNCc2cccc(Cl)c2)c2ccccc2N1 | 5 | -16 | 8 | -7 | -1 | -7 | -4
COc1ccc(OCCC(=O)N2CCCCC2)cc1 | nt | nt | nt | -24 | 40 | 37 | nt
Cn1cccc1Cc1nnc(SCC(=O)N2CCc3ccccc32)n1-c1ccc(F)cc1 | nt | -5 | 3 | -12 | 2 | 2 | -4
FC(F)(F)c1cccc(CNC2c3ccccc3-c3ccccc32)c1 | -2 | 11 | 1 | 2 | -5 | -4 | -7
COC(=O)c1c(-c2ccc(F)cc2)csc1NC(=O)C1CCCO1 (stereo not given) | nt | -28 | -2 | nt | nt | nt | -2
CCCCNC(=O)C1(C)CCC(=O)N1C1CC1 (stereo not given) | -5 | 5 | 0 | 1 | -1 | 3 | 1
CCc1nc(SCc2ccccn2)[nH]c(=O)c1C | -4 | -14 | -1 | 2 | nt | nt | -3
OC[C@H]1O[C@@H](c2nc(-c3ccc(Br)cc3)no2)C[C@@H]1O | nt | 8 | -3 | 5 | 2 | 30 | 6
CNS(=O)(=O)c1cc(NC(=O)c2cncn2-c2ccccc2)ccc1C | -2 | 6 | -17 | 7 | 3 | 11 | -1
COc1cccc(NC(=O)N[C@H]2C=C[C@@H](CC(=O)NCc3ccncn3)O[C@@H]2CO)c1 | -2 | -25 | 0 | -6 | -4 | -2 | 0
O=C(c1ccccc1F)N1CCN(c2ccc([N+](=O)[O-])c(NCC3CCCO3)c2)CC1 (stereo not given) | -1 | -4 | 3 | nt | nt | nt | -5
O=C(C[C@@H]1CC[C@@H]2[C@H](COC[C@H](O)CN2CCC(F)(F)F)O1)NCC1CC1 | 0 | -8 | 1 | -5 | 0 | 1 | 3
COc1cccc(NC(=O)Nc2ccc3c(c2)C(=O)N(C)C[C@H](OC)[C@@H](C)CN(CC2CC2)[C@@H](C)CO3)c1 | 1 | -12 | 0 | 1 | nt | nt | -8
CC(NC(=O)C1CCN(CCOc2ccc(Cl)cc2)CC1)c1cccc2ccccc12 (stereo not given) | -3 | 2 | 4 | -2 | -36 | -9 | -6
Cc1ccc(N(CC(=O)NCc2ccco2)C(=O)CCC(=O)Nc2nccs2)cc1 | -3 | 4 | -11 | -7 | -13 | -3 | -12
COc1ccc(Cc2nc3ccc(C(=O)N4CCCC4)cc3o2)cc1OC | 0 | -37 | -3 | -1 | 16 | 6 | -2
C[C@@H]1CN([C@H](C)CO)S(=O)(=O)c2ccc(C3=CCCC3)cc2O[C@H]1CN(C)S(=O)(=O)c1ccc(F)cc1 | 4 | 13 | 1 | nt | -38 | 7 | 6
COc1ccc(C[C@H]2CCc3cnnn3COC[C@H](Cc3ccccc3)NC2=O)cc1 | -5 | -36 | 5 | -7 | nt | nt | -1
O=C(COC(=O)c1ccccc1O)Nc1ncc(Cl)cc1Cl | -3 | 3 | 0 | -5 | 19 | 2 | -2
